Bioassay records: PubChem, Broad Institute
S100A4 inh HTS: inhibitors of S100A4-myosin IIA peptide binding, primary screen, biochemical, fluorescence polarization, TAMRA-MyoIIA peptide; Protein S100-A4 (Homo sapiens), P26447; inhibition, % at 10.7 µM; 360,000 compounds, 0.14% hits;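 active = mean inhibition of at least 70% across replicates, with every replicate also reaching that level; inconclusive = mean inhibition reaches 70% but some replicates fall short; inactive = mean inhibition below 70%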
Target sequence (P26447 whole entry, looked up): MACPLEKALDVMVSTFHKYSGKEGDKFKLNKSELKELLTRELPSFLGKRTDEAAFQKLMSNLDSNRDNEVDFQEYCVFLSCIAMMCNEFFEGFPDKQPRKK
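Material: S100A4 monomer (human). Medium: Calcium-containing HEPES buffer, pH 7.2. Probe or stimulus: labelled myosin peptide probe, 5 nM. Compound dosing: one concentration per compound. Timing: polarization read 5 min after assay mix addition, stable 5–60 min. Benchmarks: DMSO as neutral control, TFP as positive control.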
ERAP1 inh: human ERAP1 aminopeptidase inhibitors, primary screen, biochemical, single point, plate reader | 340,000 compounds, 0.15% hits | inhibition, % at 10.7 µM | AID 652197, 2013 | recombinant ERAP1, Leu-AMC fluorescence, 60 min;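 active = mean replicate inhibition of at least 30%, or all replicates individually reaching that 30% level; inactive = mean below 30% and not every replicate reaching it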;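 also: 0% = neutral control wells and 100% = L-leucinethiol positive control wells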
Target sequence (Q9NZ08 whole entry, looked up): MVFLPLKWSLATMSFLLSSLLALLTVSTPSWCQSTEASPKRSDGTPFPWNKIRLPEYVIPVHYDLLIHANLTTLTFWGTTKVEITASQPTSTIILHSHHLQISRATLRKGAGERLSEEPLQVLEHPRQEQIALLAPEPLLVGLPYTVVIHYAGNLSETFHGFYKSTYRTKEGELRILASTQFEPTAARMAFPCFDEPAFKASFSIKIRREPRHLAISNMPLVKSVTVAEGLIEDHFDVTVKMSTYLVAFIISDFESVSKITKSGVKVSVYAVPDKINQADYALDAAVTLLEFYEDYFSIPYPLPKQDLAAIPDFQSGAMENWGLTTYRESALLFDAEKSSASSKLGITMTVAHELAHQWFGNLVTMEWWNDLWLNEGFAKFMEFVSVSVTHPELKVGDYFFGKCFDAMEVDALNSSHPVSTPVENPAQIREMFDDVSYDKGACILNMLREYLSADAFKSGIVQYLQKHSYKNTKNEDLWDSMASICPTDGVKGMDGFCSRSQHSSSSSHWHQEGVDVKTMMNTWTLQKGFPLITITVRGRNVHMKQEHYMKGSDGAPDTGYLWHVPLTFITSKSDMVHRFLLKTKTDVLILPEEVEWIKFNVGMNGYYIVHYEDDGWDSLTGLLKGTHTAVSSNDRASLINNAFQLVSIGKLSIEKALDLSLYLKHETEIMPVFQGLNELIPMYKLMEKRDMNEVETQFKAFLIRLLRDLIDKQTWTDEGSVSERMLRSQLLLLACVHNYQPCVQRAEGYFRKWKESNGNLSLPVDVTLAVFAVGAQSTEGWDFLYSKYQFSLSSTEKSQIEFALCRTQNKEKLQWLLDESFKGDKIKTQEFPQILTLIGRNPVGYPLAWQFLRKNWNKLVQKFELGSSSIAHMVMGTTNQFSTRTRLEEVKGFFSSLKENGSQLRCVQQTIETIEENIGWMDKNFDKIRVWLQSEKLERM
ERp5 inh: inhibitors of ERp5-driven insulin aggregation, primary screen, biochemical, turbidity, absorbance 650 nm, single point; Protein disulfide-isomerase A6 (Homo sapiens), Q15084; 90 min; inhibition, % at 9.99 µM; 350,000 compounds, 0.05% hits; AID 651711, 2012;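 active = mean replicate inhibition above about 25%, with every replicate also reaching it, limit read from the data, passing the limit was not always enough; inconclusive = only one of those two criteria met; inactive = neither criterion met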
RAD52 anneal inh: RAD52 DNA annealing inhibitors, primary screen, biochemical, FRET, single point, set 2; DNA repair protein RAD52 homolog (Homo sapiens), P43351; recombinant RAD52 DNA annealing, FRET fluorescence; inhibition, % at 18.7 µM; 360,000 compounds, 0.46% hits; AID 651710, 2012;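 active = every replicate showing at least 50% inhibition; inconclusive = mean inhibition at least 50% but not in every replicate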
RAD54 branch: inhibitors of human RAD54 branch migration, primary screen, biochemical, fluorescence, single point; DNA repair and recombination protein RAD54-like (Homo sapiens), Q92698; RAD54 Holliday junction branch migration, FAM/BHQ fluorescence; inhibition, % at 10.4 µM; 360,000 compounds, 0.14% hits; AID 602329, 2012;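 active = mean normalized replicate activity at least 40 and at least half of replicates scoring 40 or more; inconclusive = only one of the two criteria met; inactive = mean below 40 and under half of replicates reaching 40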;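 also: 0% = median of neutral control wells and 100% = median of positive control wells; inhibitors cause a drop in the FAM fluorescence signal; in these data hits start at about 50%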
esBAF inh: Bmi1 luciferase reporter increase in mESCs, primary screen, esBAF inhibitor project, mouse ES cells, Bmi1 luciferase knock-in, single point | 24 h; 100% = twice the neutral-well signal | reporter increase, % at 12.5 µM | 350,000 compounds, 2% hits | AID 602393, 2012; in the data active = activation above about 40%; inconclusive = no clear call, values can overlap the other calls;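 also: 0% = median of the plate's neutral control wells and 100% = double that signal; a rise in the Bmi1 reporter signal indicates esBAF inhibition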
E-selectin induc: E-selectin induction in HUVECs, primary screen, imaging, HUVEC, immunofluorescence imaging, single point. 260,000 compounds, 0.37% hits. P16581. normalized: neutral wells 0, TNF-alpha wells 100. activation, % at 7.58 µM;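 active = mean E-selectin-positive cell signal at least 10% of the positive control, reached in at least 60% of replicates, without over 20% cell loss; inconclusive = no rule given, readout overlaps actives, possibly toxicity-flagged; inactive = the rest, including those meeting only one limit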;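 also: in these data hits start at about 27%; measured in HUVEC primary endothelial cells; signal is the percent of cells scored E-selectin positive by PE staining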
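System: HUVEC, human umbilical vein endothelial cells; quantity: 3,000 cells/well; buffer or medium: EGM-2 medium, gelatin-coated wells; dosing: single-point compound dose; detection: immunofluorescence imaging; evaluation: % PE-positive cells; benchmarks: TNF-alpha, DMSO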
XiGFP reactiv: activators of inactive X chromosome reactivation, primary screen, imaging, XiGFP fibroblasts, GFP high-content imaging, set 2; XiGFP mouse fibroblasts, % GFP-positive cells imaging, 3 d; cells co-treated with 5-aza-dC sensitizer; scaled so ellipticine positive control = 100%; AID 743238, 2013; activation, % at 7.58 µM; 360,000 compounds, 0.055% hits;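 active = mean normalized replicate activation at least 10% and every replicate at or above 10%; inconclusive = only one of the two criteria met; inactive = mean below 10% and not all replicates reach 10%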;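 also: 0% = median of on-plate neutral control wells and 100% = ellipticine 6 µM median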
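Material: XiGFP fibroblasts, SV40-immortalized; Buffer or medium: DMEM containing 5-aza-dC; Compound dosing: single point; Times: 3 days compound exposure.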
The depositor's hits bear a star; ? = inconclusive; · = not tested or not shown.

Preview, 5 compounds:
SMILES	S100A4 inh HTS	ERAP1 inh	ERp5 inh	RAD52 anneal inh	RAD54 branch	esBAF inh	E-selectin induc	XiGFP reactiv
O=C(Nc1ccc(C(O)c2ccccc2)cc1)[C@@H]1O[C@H](CO)[C@H](O)[C@H](O)[C@H]1O (some centres undefined)	-1	0	-1	2	0	-9	-0.1	0.0
CCCn1c(N)c(N(CCOC)C(=O)c2cccc(C(F)(F)F)c2)c(=O)[nH]c1=O	-22	0	5	-18	3	-8	·	0.0
COc1cc2cc(C(=O)N/N=C/c3cccc(OC)c3OC)[nH]c2cc1OC	-1	1	1	-6	3	16	·	-0.1
CC(=O)C1=C(C)OC(N)=C(C#N)C1c1cccc([N+](=O)[O-])c1 (centres undefined)	1	0	-8	-13	·	·	·	0.0
Cc1ccc(NC(=O)c2ccc(C#CC3(O)CCCCC3)cc2)cc1C	-3	-3	1	-6	·	12	·	·

Main list, from the first entry:
SMILES	S100A4 inh HTS	ERAP1 inh	ERp5 inh	RAD52 anneal inh	RAD54 branch	esBAF inh	E-selectin induc	XiGFP reactiv
O=C(Nc1ccc(C(O)c2ccccc2)cc1)[C@@H]1O[C@H](CO)[C@H](O)[C@H](O)[C@H]1O (some centres undefined)	-1	0	-1	2	0	-9	-0.1	0.0
CCCn1c(N)c(N(CCOC)C(=O)c2cccc(C(F)(F)F)c2)c(=O)[nH]c1=O	-22	0	5	-18	3	-8	·	0.0
COc1cc2cc(C(=O)N/N=C/c3cccc(OC)c3OC)[nH]c2cc1OC	-1	1	1	-6	3	16	·	-0.1
CC(=O)C1=C(C)OC(N)=C(C#N)C1c1cccc([N+](=O)[O-])c1 (centres undefined)	1	0	-8	-13	·	·	·	0.0
Cc1ccc(NC(=O)c2ccc(C#CC3(O)CCCCC3)cc2)cc1C	-3	-3	1	-6	·	12	·	·
O=C(O)C1Cn2c(nc3c(c2=O)C2(CCCC2)Cc2ccccc2-3)S1 (centres undefined)	-2	10	0	-11	-8	1	·	0.3
CC(C)NC(=O)N(C)C[C@@H]1Oc2ncc(C#CC(C)(C)O)cc2C(=O)N([C@H](C)CO)C[C@@H]1C	23	3	2	7	3	-1	0.2	-0.1
C[C@H](NS(=O)(=O)c1ccc(Cl)cc1)C(=O)OCC(=O)c1ccc[nH]1	-1	-1	7	-27	6	-37	0.3	0.0
Cc1ccc2oc(C(=O)NCc3ccc(S(N)(=O)=O)cc3)cc(=O)c2c1	0	2	1	-9	8	-1	0.1	0.1
CC(C)=CCN1CCN(Cc2c[nH]c3ccccc23)CC1CCO (centres undefined)	-1	-1	0	6	8	0	0.3	0.3
COc1ccc(NC(=O)Nc2cccc3c2O[C@H](CN(C)C(=O)Nc2cccc4ccccc24)[C@H](C)CN([C@@H](C)CO)C3=O)cc1	·	·	·	·	4	0	0.8	-0.1
COc1ccc(CCN2CC(C(=O)NCc3cc(C)on3)CCC2=O)cc1 (centres undefined)	-9	0	3	-4	-16	4	·	0.1
CC(O)(c1ccccc1)c1nc(-c2ccc(Cl)cc2)cs1 (centres undefined)	0	0	-6	6	-1	5	?	0.2
Cc1ccc(S(=O)(=O)N[C@H]2CC[C@H](CCNC(=O)C3CCCC3)O[C@@H]2CO)cc1	3	2	-5	2	0	-2	-0.1	0.2
NC(=O)c1ccccc1NC(=O)Nc1ccccc1Cl	-2	3	-2	3	·	·	·	-0.1

Compound profiles, as listed above. Order of screens: S100A4 inh HTS, ERAP1 inh, ERp5 inh, RAD52 anneal inh, RAD54 branch, esBAF inh, E-selectin induc, XiGFP reactiv
CC(O)(c1ccccc1)c1nc(-c2ccc(Cl)cc2)cs1 (centres undefined) in the list: 0, 0, -6, 6, -1, 5, ?, 0.2
O=C(O)C1Cn2c(nc3c(c2=O)C2(CCCC2)Cc2ccccc2-3)S1 (centres undefined) in the list: -2, 10, 0, -11, -8, 1, ·, 0.3
COc1cc2cc(C(=O)N/N=C/c3cccc(OC)c3OC)[nH]c2cc1OC in the list: -1, 1, 1, -6, 3, 16, ·, -0.1
CC(C)NC(=O)N(C)C[C@@H]1Oc2ncc(C#CC(C)(C)O)cc2C(=O)N([C@H](C)CO)C[C@@H]1C in the list: 23, 3, 2, 7, 3, -1, 0.2, -0.1
COc1ccc(CCN2CC(C(=O)NCc3cc(C)on3)CCC2=O)cc1 (centres undefined) in the list: -9, 0, 3, -4, -16, 4, ·, 0.1

Continued.
SMILES	S100A4 inh HTS	ERAP1 inh	ERp5 inh	RAD52 anneal inh	RAD54 branch	esBAF inh	E-selectin induc	XiGFP reactiv
Cc1[nH]c2c(C)cccc2c1CCNS(=O)(=O)c1cccc([N+](=O)[O-])c1	-7	-3	2	-11	·	·	-0.2	-0.1
C[C@@H]1CN([C@H](C)CO)C(=O)Cc2cc(NC(=O)Nc3ccc(C(F)(F)F)cc3)ccc2O[C@H]1CN(C)Cc1ccc(C(=O)O)cc1	3	2	-7	-13	-8	-3	·	-0.8
O=C(C[C@@H]1CC[C@H]2[C@@H](COC[C@@H](O)CN2Cc2ccc(F)cc2)O1)NCc1ccccc1Cl	-6	-1	2	-8	-4	0	-0.1	-0.1
COc1ccccc1CC(=O)N1CCCc2cc(C)ccc21	2	-2	0	2	-8	-4	·	0.0
N#Cc1cccc(NC(=O)c2cc(C3CCCCN3C(=O)CCc3ccccc3)on2)c1 (centres undefined)	-2	0	2	-13	3	-3	0.1	0.1
COc1cc(NC(=O)CN(C)S(=O)(=O)c2ccc3nc(C)sc3c2)cc(OC)c1	-9	-3	-3	-12	8	-2	6.4	-0.1
COC(=O)c1ccc(-c2nc(-c3ccc(Br)o3)no2)cc1	-9	5	-6	-15	9	23	11	0.0
O=C(NCC[C@@H]1CC[C@@H](NC(=O)c2ccncc2)[C@H](CO)O1)Nc1ccc(Cl)cc1	12	2	5	17	9	6	0.0	0.3
CC(=O)NC(Cc1cccc(F)c1)C(=O)NC1CCN(C(=O)Nc2ccc(C)cc2)CC1 (centres undefined)	3	-1	-7	-17	-9	-4	·	-0.1
O=S(=O)(NCc1ccccc1)c1ccc(S(=O)(=O)NCC2CCCO2)cc1 (centres undefined)	-6	1	7	-18	·	·	·	0.0
CCOP(=O)(OCC)c1nc(-c2ccc(Br)cc2)oc1N1CCCCC1	-7	0	-1	8	2	-4	·	0.6
O=C1CNC(=S)N1C1CCCCCC1	-5	1	-4	-3	-5	-6	·	0.1
O=C(O)CC1(CC(=O)Nc2ccc3c(c2)OCCCO3)CCCCC1	3	-3	·	-14	·	·	·	0.1
Cc1ccc2c(C)c(C(=O)N3CCC(N4CCC(C(=O)NC5CC5)CC4)CC3)oc2c1	-5	-2	-3	-26	-13	-5	4.6	-0.1
N#CC1(NC(=O)CSc2nc3ccccc3o2)CCCCC1	2	5	-12	-11	-4	4	0.1	0.0
COCC(=O)Nc1ccc2c(c1)C(=O)N(C)C[C@H](OC)[C@H](C)CN(CCC(F)(F)F)[C@H](C)CO2	-12	1	0	-10	-8	-3	0.1	0.1
CCOC(=O)c1c(C)c(C(=O)N2CCN(c3ccccc3)CC2)c(C)n1C	1	0	0	-15	12	4	·	0.0
COc1ccc2oc(C(=O)N3CCN(S(=O)(=O)c4ccc(F)cc4)CC3)c(C)c2c1	-3	0	10	-7	3	0	3.8	-0.2
COc1cccc(CNCc2cc(OC)cc(OC)c2)c1	-6	-2	3	-15	-1	5	·	0.0
CC(=O)OCC(=O)Nc1ccc(Br)c(C)c1	-4	4	0	3	·	·	·	0.1
COCC(=O)N1CCCCN2[C@@H](CO)[C@H](c3ccc(-c4ccccc4)cc3)[C@@H]2C1	1	5	0	4	2	·	-0.3	0.0
N#CCc1ccc(OC(=O)Nc2ccccc2)cc1	-8	4	0	-9	-4	19	1.1	0.1
CN1c2ccc(-c3ccccc3)cc2[C@H]2[C@H](CCN2C(=O)Cc2ccccc2)[C@@H]1CO	-5	-3	2	-7	7	2	-0.5	0.1
Cc1c(NC(=O)Nc2cccc(C(F)(F)F)c2)c(=O)n(-c2ccccc2)n1C	-2	2	-3	-6	-2	-13	-0.3	0.2
COCCNC(=O)C[C@@H]1CC[C@@H](NS(=O)(=O)c2ccc(C)cc2)[C@H](CO)O1	2	-1	0	9	1	-3	-0.6	0.0
COc1cccc(OCC(O)CNC(=O)c2oc3c(C)c(C)ccc3c2C)c1 (centres undefined)	-2	2	-1	-7	1	-4	·	0.1
COc1ccc(S(=O)(=O)N2CCCCC2)cc1NC(=O)CSc1nccn1C	-5	1	7	-17	·	·	·	0.0
CCC(=O)N[C@@H]1CC[C@H](CCn2cc(C3CC3)nn2)O[C@H]1CO	-7	-1	3	9	4	-3	-0.4	-0.1
O=C(N[C@H]1CC[C@@H](CCn2cc(C3(O)CCCC3)nn2)O[C@H]1CO)c1ccccc1F	3	0	5	-5	-4	6	-0.7	-0.4
C[C@H](CO)N1C[C@H](C)[C@H](CN(C)C(=O)Nc2ccc3c(c2)OCO3)OCCCC[C@H](C)Oc2ccc(NC(=O)C3CCCCC3)cc2C1=O	4	0	3	-12	-5	17	0.3	0.0
C[C@@H]1CN([C@H](C)CO)C(=O)c2cccc(NC(=O)c3ccc(-c4nccs4)cc3)c2O[C@H]1CN(C)Cc1ccc(C(=O)O)cc1	1	4	-8	0	-9	-1	-0.2	0.0
COc1cc2c(cc1OC)CN(C(=O)C1CCCN(C(=O)c3ccc(Cl)cc3)C1)CC2 (centres undefined)	-2	0	7	-5	-4	4	·	-0.1
CCCNC(=O)N(C)C[C@@H]1Oc2cc(-c3cncnc3)ccc2S(=O)(=O)N([C@@H](C)CO)C[C@H]1C	3	1	-2	-1	-8	2	0.0	-0.8
CC1(C(=O)NS(=O)(=O)c2cccc(OC(F)F)c2)CCN1C(=O)C/C=C/c1ccccc1 (centres undefined)	-2	3	2	-14	2	1	-0.1	0.0
Cc1ccccc1Nc1ncnc(N)n1	0	-3	2	-13	-13	-12	1.1	0.0
COc1ccc(/C=N/NC(=O)c2cccc(C(=O)N/N=C/c3ccc(OC)c(OC)c3)n2)cc1OC	1	-1	3	-7	-5	-1	-0.1	0.2
COc1ccc(OC)c2sc(N3CCc4ccccc4C3)nc12	0	-2	3	-12	·	·	·	-0.1
C=CS(=O)(=O)N(Cc1ccccc1Br)[C@H](CO)Cc1ccccc1	-1	1	-7	-13	2	-2	0.0	0.2
Cc1ccccc1-c1ccc([C@H]2[C@H]3CN(C(=O)c4ccccc4)CC(=O)N3[C@H]2CO)cc1	10	0	0	-20	·	·	0.0	0.0
COc1ccc(-c2cc(CCCC(=O)NCc3ccccn3)no2)cc1	8	12	0	-8	-9	-4	-0.1	0.0

No enrichment for hits; about 2.5% have a hit in one of these screens.
